ALOX15B inhib – qHTS Assay for Inhibitors of 15-hLO-2 (15-human lipoxygenase 2); purified 15hLO-2, xylenol orange hydroperoxide absorbance; Potency, µM (doses to about 57.1 µM), without a hit: top-dose activity change, negative = inhibition, usual class: inhibitors; 0.56% of 110,000 active; AID 881, 2007; note: potency is the fitted concentration of half-maximal effect; nearly all actives have a fitted effect of over 60% in size; many of its hits are not listed in these tables
Target sequence (O15296 whole entry, looked up): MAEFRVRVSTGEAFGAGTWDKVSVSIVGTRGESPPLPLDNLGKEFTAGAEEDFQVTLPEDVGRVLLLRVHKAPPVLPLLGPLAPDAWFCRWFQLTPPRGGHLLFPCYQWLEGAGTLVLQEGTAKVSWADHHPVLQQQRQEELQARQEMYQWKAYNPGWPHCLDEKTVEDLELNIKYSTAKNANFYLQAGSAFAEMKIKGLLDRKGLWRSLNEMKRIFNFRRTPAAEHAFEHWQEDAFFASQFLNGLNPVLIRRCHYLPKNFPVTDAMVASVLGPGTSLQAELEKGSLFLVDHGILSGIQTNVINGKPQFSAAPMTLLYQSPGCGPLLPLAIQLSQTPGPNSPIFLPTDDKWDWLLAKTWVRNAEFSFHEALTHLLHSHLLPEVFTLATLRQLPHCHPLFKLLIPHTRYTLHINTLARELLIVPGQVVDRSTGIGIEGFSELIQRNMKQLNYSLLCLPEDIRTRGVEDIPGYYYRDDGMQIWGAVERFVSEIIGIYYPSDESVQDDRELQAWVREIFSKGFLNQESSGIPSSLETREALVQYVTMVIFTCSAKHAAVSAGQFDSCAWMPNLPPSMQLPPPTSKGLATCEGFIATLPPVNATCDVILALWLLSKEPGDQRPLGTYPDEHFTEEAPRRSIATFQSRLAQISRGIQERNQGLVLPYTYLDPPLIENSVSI
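Enzyme 50 nM, AA 45 uM, 25 mM Hepes pH 7.5 + 0.01% Triton X-100; cpd preinc 15 min RT, rxn 90 min RT; stop/detect with 200 uM XO + 300 uM Fe(II) in 50 mM H2SO4, 30 min; A573/A405.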
PNC inhibitor – High Content Assay for Compounds that inhibit the Assembly of the Perinucleolar Compartment; activity change (PNC), negative = inhibition, % at 10 µM; PC3M PTB-GFP, PNC prevalence imaging, 16 h; active compounds read low; 3.1% of 140,000 active;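 active = readout at or below -70, meaning at least 70% loss of cells showing the perinucleolar compartment, a nuclear body marking cancer cells; inconclusive = readout between -30 and a set limit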;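 note: plate controls were DMSO wells for no effect and camptothecin positive control wells for full effect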
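Compounds are pinned in duplicate onto adhered PC3M cells stably expressing GFP-tagged PTB and incubated 16 h at 37 C. Cells are then fixed, nuclei stained with Hoechst, and PNC-positive cells counted.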
IMPase inh – qHTS Assay for Identifying the Cell-Membrane Permeable IMPase Inhibitors; inhibition (IP1 accumulation), % at 46.1 µM; 120,000 tested, under 10 active; Inositol monophosphatase 1 (Rattus norvegicus), P97697; CHO-M1 cells, IP1 accumulation, HTRF TR-FRET ratio; active = well fitted curve in the direction sought with a large enough effect in the signal ratio, not every such curve was filed as active; inconclusive = small, poorly fitted or top-dose-only effect, or a change in a side signal; inactive = no such curve, though single readings can be large or run the other way; the % refers to the signal ratio;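 note: cells stimulated with carbachol in lithium chloride buffer; plate controls were DMSO basal wells for no effect and reference inhibitor wells for full effect; higher means more IMPase inhibition seen as more IP1 and lower FRET ratio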
Target sequence (P97697 whole entry, looked up): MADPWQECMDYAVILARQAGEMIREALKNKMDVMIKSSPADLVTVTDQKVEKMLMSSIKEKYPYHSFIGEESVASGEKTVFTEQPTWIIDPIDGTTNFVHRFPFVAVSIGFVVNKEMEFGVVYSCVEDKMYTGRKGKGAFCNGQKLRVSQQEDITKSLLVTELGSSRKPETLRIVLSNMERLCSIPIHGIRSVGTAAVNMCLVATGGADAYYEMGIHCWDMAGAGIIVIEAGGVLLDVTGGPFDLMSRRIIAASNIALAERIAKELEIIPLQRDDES
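The IP-One HTRF competitive assay in carbachol-stimulated CHO-M1 cells quantifies cellular IP1. Compounds spanned up to 46 uM final, and activity is expressed as AC50 from concentration-response fits of the ratio and donor data.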
12-hLO inh – qHTS Assay for Inhibitors of 12-hLO (12-human lipoxygenase); 0.12% of 150,000 active; purified 12-hLO, xylenol orange hydroperoxide absorbance; Potency, µM (titrated, usually from 57.1 µM), without a hit: at the top dose activity change, negative = inhibition, hits mostly inhibitors; Polyunsaturated fatty acid lipoxygenase ALOX12 (Homo sapiens), P18054; note: potency is the fitted concentration of half-maximal effect; nearly all actives have a fitted effect of over 55% in size; many of its hits are not listed in these tables
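150 nM 12hLO, 25 mM Hepes pH 7.0 + 0.01% Triton X-100; cpd preinc 15 min RT; 40 uM arachidonic acid, 30 min RT; Fe-XO 30 min; A573/A405 ratio as read-out.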
An asterisk follows results filed as active; u = inconclusive; x = no result given; & = joins results of further samples; [ ] = remark or other dose. Unless noted, calls come from the whole dose curve; as a rule, active = well fitted curve in the direction sought with a large enough effect; inconclusive = small, poorly fitted or top-dose-only effect, or another doubt; inactive = no such curve, though single readings can be large; an effect the other way counts as inactive or inconclusive. Unless noted, % is set by controls: 0 for no effect and ±100 for the full control effect. Hits appear at their usual frequency, and some 3.1% of all compounds hit somewhere here.

mol | ALOX15B inhib | PNC inhibitor | IMPase inh | 12-hLO inh
O=C(OCc1nc2scc(-c3ccccc3)c2c(=O)[nH]1)c1cc(Cl)ccc1[N+](=O)[O-] | x | 43 | x | 5%
S=C(NCCc1ccccc1)N1CCN(Cc2ccc(Cl)c(Cl)c2)CC1 | x | -29 | -21 | -3%
CCCC1(C(=O)O)NC(c2ccccc2O)C2C(=O)N(c3cccc(Cl)c3)C(=O)C21 (stereo not drawn) | 1% | 34 | 3 | -5%
CC(C)CCNC(=O)CNC(=O)c1cccs1 | 4% | -10 | 1 | 2%
COc1ccccc1CN(Cc1cc2c(C)ccc(C)c2[nH]c1=O)Cc1nnnn1Cc1ccco1 | 19% | 19 | 1 | -8%
COCCN(C(=O)CNC(=O)c1cccs1)C(C(=O)NC1CCCCC1)c1ccco1 (stereo not drawn) | 0% | 21 | 2 | -4%
COc1ccc(C(NC(C)=O)c2ccc3cccnc3c2O)c(OC)c1 (stereo not drawn) | 34%[activator] | 17 | -2 | -17%
Cc1cc(NS(=O)(=O)c2ccc(NC(=O)CCCC(=O)O)cc2)nc(C)n1 | x | -88* | u | 3%
COc1ccc(N2CCN(CCNC(=O)CCCn3c(=O)[nH]c4cc(Cl)ccc4c3=O)CC2)cc1 | 8% | 21 | 6 | 3%
COc1cc([N+](=O)[O-])ccc1NC(=O)CCN1C(=O)C2C3CCC(C3)C2C1=O (stereo not drawn) | x | u | x | -2%
CCOC(=O)CSc1cc(C)nc(N)n1 | -5% | 60 | -7 | -5%
O=C(OCC#CCSc1nnc(-c2ccncc2)o1)c1sc2ccccc2c1Cl | 9% | -8 | -6 | 4%
CCOC(=O)C1CCN(C(=O)Nc2ccc(Cl)cc2)CC1 | 1% | u | 5 | -3%
COC(=O)[C@@H](NC(=O)O[C@H]1C(=O)c2ccc(OC)cc2O[C@@H]1c1ccc2c(c1)OCO2)C(C)C | x | 50 | x | -1%
O=C1C2CCCN2C(=O)N1CCCCN1CCN(c2ccccc2)CC1 (stereo not drawn) | x | u | x | -2%
O=C(NCCN1CCN(Cc2ccccc2)CC1)C1c2ccccc2C(=O)N2CCc3ccccc3C12 (stereo not drawn) | 7% | 90 | 10 | 2%
CC(=O)C1=C(O)C(=O)N(CCCO)C1c1ccccc1 (stereo not drawn) | -15% | u | 5 | 3%
O=C(O)CCCc1ccc2ccc3ccccc3c2c1 | -12%[11.4 µM] | x | x | -1%[11.4 µM]
CC1=C([N+](=O)[O-])C(c2cccc(Br)c2)C2=C(N1)c1ccccc1C2=O (stereo not drawn) | u | -83* | 9 | -14%
COc1cccc(C2c3c(-c4ccccc4)n[nH]c3C(=O)N2c2ccc(C(=O)O)cc2)c1 (stereo not drawn) | -5% | 1 | 2 | -1%
CCc1cc2c(=O)n(-c3ccccc3)cnc2s1 | 8% | u | 7 | -4%
O=C(/C=C/c1ccc2c(c1)OCO2)NCc1ccc(F)cc1 | x | 19 | x | -2%
Fc1ccc(COc2ccc(Br)cc2CNCc2ccncc2)cc1 | 59%[activator] | -29 | 2 | 0%
Cc1ccc2c(c1)N(CC(=O)N1CCCc3ccccc31)C(=O)CO2 | -2% | 37 | 1 | 0%
COC(=O)c1ccc(CSc2nc3ccccc3o2)cc1 | -2% | -26 | 12 | -6%
O=C1CCCN1CCCn1cnc2c([nH]c3ccc(F)cc32)c1=O | 10% | -19 | -11 | -1%
COCCOC(=O)c1c(C)nc(SCC(=O)Nc2cccc3ccccc23)c(C#N)c1-c1ccco1 | -15% | 6 | 8 | 7%
NC(=S)NNC(=O)Nc1ccc(Cl)c(Cl)c1 | x | 27 | x | -8%
CCn1ccc(=N)cc1 | 4% | u | 3 | 9%
Cc1cccc(OCCn2nc(C(=O)O)c3ccccc3c2=O)c1 | 1% | -27 | -3 | -8%

More structures
mol | ALOX15B inhib | PNC inhibitor | IMPase inh | 12-hLO inh
COc1ccc(-n2nnnc2SCC(=O)Nc2ccc3c(c2)OCCO3)c(OC)c1 | -11% | 16 | 0 | -15%
Nc1c(C(=O)NCc2ccco2)c2nc3ccccc3nc2n1CCc1ccccc1 | x | 5 | x | -12%
Cn1c(=O)c2[nH]cnc2n(-c2ccccc2)c1=O | -1% | -9 | -15 | -2%
Cc1ccc(C(=O)O)cc1S(=O)(=O)N1CCCC1 | -3% | -27 | 2 | -2%
O=C(Cc1ccccc1)N1CCC(C(=O)N2CCN(c3ccc(F)cc3)CC2)CC1 | 1% | 1 | -6 | -3%
Cc1ccc(NC(=S)N(CCCN2CCOCC2)Cc2cccs2)c(C)c1 | x | u | x | 0%
Cc1cc(=O)oc2cc(NC(=O)CCC(=O)O)ccc12 | -9% | 16 | u | 2%
COC(=O)c1sc(N)c(C(=O)OC)c1CSc1nnnn1C | 1% | 27 | 7 | -4%
Cc1cccc(C)c1NC(=O)C1NC(=O)CC1c1ccccc1 (stereo not drawn) | -4% | -27 | 5 | 1%
CCN(CC)S(=O)(=O)c1cc(C)ccc1SC | x | 43 | x | 1%
CC(C)(C)c1nn2cnnc2n(/N=C/c2ccc(O)cc2)c1=O | x | -4 | -4 | 1%
COCCN(C(=O)CNC(=O)c1ccco1)C(C(=O)NC1CCCCC1)c1cccc(OC)c1 (stereo not drawn) | -2% | u | -4 | 6%
COC(=O)[C@@]1(Cc2ccccc2)[C@@H]2C(=CC(=O)[C@H]2CC(=O)C(=O)N(C)C)CN1C(=O)c1ccccc1 | 0% | 37 | x | -3%&-3%
COc1ccc(C2(CNC(=O)/C=C\c3ccco3)CCCC2)cc1OC | -13%[11.4 µM] | u | 4[1.84 µM] | -16%
Cc1ccc(C(=O)Oc2cccnc2)cc1[N+](=O)[O-] | x | -1 | x | -3%
COc1ccc(Br)cc1C(=O)NC(=S)Nc1cc(-c2nc3ccccc3[nH]2)ccc1C | x | 0 | x | -5%
CC1(C)CC(=O)C=C(NCc2ccncc2)C1 | -23% | -26 | 4 | 3%
C=CCNCCCCOc1c(Cl)cc(C)cc1Br | 8% | 31 | 4 | 4%
C=CCNc1sc(C(=O)c2ccccc2)c(N)c1-c1nc2ccccc2s1 | u | -8 | 4 | -29%
CCSc1cc(C)nc2c(-c3ccccc3)c(C)nn12 | 7% | -8 | -7 | 4%
O=C(NCc1cccs1)Nc1ccc2c(c1)OCO2 | 0% | u | 20 | 5%
CCOC(=O)CC(=O)CSc1nc2c(sc(=S)n2-c2ccccc2)c(=O)[nH]1 | -12% | -5 | u | -13%
CCOC(=O)C1=C(C)NC(=O)NC1c1ccc(N(CC)CC)cc1 (stereo not drawn) | 6% | 23 | 12 | -3%
Cc1nc2nc3c(cn2n1)C(=O)CCC3 | -5% | u | -3 | 9%
O=C(COc1ccc(Cl)cc1)NCc1nnc(SCC(=O)c2ccccc2)o1 | -8% | -25 | 4 | -13%
Cc1ccc(-n2c(SCC(=O)N3c4ccccc4Sc4ccccc43)nnc2-c2ccncc2)cc1 | x | -2 | 0 | 0%
CCOC(=O)c1cc2ccc(OC)c(OC)c2c(=O)s1 | -3% | 4 | -11 | 2%
CC(C)c1nc(N(C)S(C)(=O)=O)nc(-c2ccc(F)cc2)c1/C=C/C(O)CC(O)CC(=O)O (stereo not drawn) | 3% | x | x | 0%
CCN1C(=O)/C(=C\C=C2/C=CC=CN2CC)SC1=S | x | u | x | -19%
NC(=S)Cc1nc2n(n1)Cc1ccccc1-2 | -24% | 3 | 0 | -12%

Some values from the entries so far:
IMPase inh result of CCOC(=O)C1=C(C)NC(=O)NC1c1ccc(N(CC)CC)cc1 (stereo not drawn) is entered as 12
PNC inhibitor result of CC1(C)CC(=O)C=C(NCc2ccncc2)C1 is entered as -26
12-hLO inh result of CCN1C(=O)/C(=C\C=C2/C=CC=CN2CC)SC1=S is entered as -19%

(next part)
mol | ALOX15B inhib | PNC inhibitor | IMPase inh | 12-hLO inh
O=C(Nc1ccc(Br)cc1)c1ccc(CSC2=NCCS2)cc1 | 7% | -22 | 0 | 0%
COc1ccc(OCCSc2nnc3c(Cl)cc(Cl)cn23)cc1 | x | u | -2 | 3%
CCC(C)n1cnc2c(c1=O)c1nc3ccccc3nc1n2-c1ccc2c(c1)OCCO2 (stereo not drawn) | -26% | -6 | -4 | -1%
CC(OC(=O)Cn1c(C(F)(F)F)nc2ccccc21)C(N)=O (stereo not drawn) | -5% | 58 | 1 | 0%
O=C(Nc1cccc2ccccc12)/C(Cl)=C/c1ccccc1 | -11% | -13 | -1 | 2%
Cc1ccc(OCc2nnc(NC(=O)OCC(C)C)s2)c(C)c1 | -7% | 33 | -6 | 15%
O=C(Nc1ccc2c(c1)OCO2)C1CCCN1C(=O)Nc1ccccc1F (stereo not drawn) | 3% | -84* | -3 | -3%
COc1cc(C2c3c(oc4ccc(C)cc4c3=O)C(=O)N2c2cc(C)ccn2)cc(OC)c1OC (stereo not drawn) | -1% | 41 | 2 | -4%
S=C(Nc1ccc(Cl)cc1Cl)Nn1cnnc1 | x | u | x | -12%
Cc1cc(C2=CC(C)(c3cc(C)oc3C)Nc3nc(C(F)(F)F)nn32)c(C)o1 (stereo not drawn) | -13% | 36 | 0 | -11%
Cc1ccc(C(=O)NC(NCc2ccco2)C(Cl)(Cl)Cl)cc1 (stereo not drawn) | x | u | x | -2%
CC(=O)N1CC[n+]2c(-c3ccc(Cl)cc3)csc21 | x | -26 | x | u
Cn1c(=O)c2[nH]c(CCCc3ccc([N+](=O)[O-])cc3)nc2n(C)c1=O | -10%[11.4 µM] | x | x | -1%[11.4 µM]
Cc1ccc(CS(=O)(=O)CCC(=O)NCCN2CCCC2)cc1 | u | 91 | 2 | 3%
COC(=O)c1cc2occc2n1CC(=O)N(C)C1CCCCC1 | -26% | 58 | 2 | 1%
CNS(=O)(=O)c1cccc(C(=O)OCC(=O)N2c3ccccc3CC2C)c1 (stereo not drawn) | 0% | 10 | -1 | -3%
C#CCOCCOCCOCCNc1nc(N2CCN(C(=O)[C@H]([C@@H](C)O)n3cc(CCCCN)nn3)CC2)nc(N2CCN(C(=O)[C@H](C)n3cc(CCCN=C(N)N)nn3)CC2)n1 | x | 2 | x | 2%
CCOC(=O)C1CCN(C(=O)CNC(=O)OC(C)(C)C)CC1 | 5% | u | -5 | -3%
O=C(CCc1ccccc1)NC(NC(=S)Nc1ccc(Br)cc1)C(Cl)(Cl)Cl (stereo not drawn) | -8% | u | 5 | -9%
O=C(O)CCCNS(=O)(=O)c1cccc2nsnc12 | 0% | u | 4 | 0%
COCCNC(=O)C1(C)C=CCN1C(C)=O (stereo not drawn) | -1% | x | x | 0%
CC12CCC(C(N)=O)(c3nc4ccccc4nc31)C2(C)C (stereo not drawn) | -1% | 57 | 4 | -2%
COC(=O)COc1cccc(NS(=O)(=O)c2ccc(NC(C)=O)cc2)c1 | 5% | -88* | 1 | 1%
CC(C)C(C)/C=C/C(C)C1CCC2C3=CC=C4CC(O)CCC4(C)C3CCC21C (stereo not drawn) | -5% | x | x | -1%

Another view of 3 compounds above.
Order of values: ALOX15B inhib, PNC inhibitor, IMPase inh, 12-hLO inh
COc1cc(C2c3c(oc4ccc(C)cc4c3=O)C(=O)N2c2cc(C)ccn2)cc(OC)c1OC (stereo not drawn)
  -1%, 41, 2, -4%
S=C(Nc1ccc(Cl)cc1Cl)Nn1cnnc1
  x, u, x, -12%
Cc1cc(C2=CC(C)(c3cc(C)oc3C)Nc3nc(C(F)(F)F)nn32)c(C)o1 (stereo not drawn)
  -13%, 36, 0, -11%

Compound activity (PubChem BioAssay)
